High-throughput results as filed in PubChem.
MrgX1 ag: agonists of human MrgX1 receptor, primary screen, HEK293 cells, Fluo-4 calcium flux. B-score at 10 µM. 0.44% of 310,000 active. Fluo-4 calcium fluorescence, agonist mode; hits give high values. Mas-related G-protein coupled receptor member X1 (Homo sapiens), Q96LB2. AID 588627, 2011;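 active means calcium response B-score plate-corrected fluorescence ratio at least 3 library SD, with starting fluorescence B-score inside 5 SD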
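Test system: Stable human MrgX1 HEK293 cell line | Schedule: Overnight plating before 1 h dye loading | Read-out basis: Baseline-normalised fluorescence change ratio, B-scored | Detection: Kinetic calcium dye fluorescence, Fluo-4 NW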
TRPC6 inhibitor: mouse TRPC6 channel inhibitors, primary screen, cell-based, HEK293, membrane potential dye | ACh-evoked depolarization; hits give low values | Short transient receptor potential channel 6 (Mus musculus), Q61143 | B-score at 10 µM | 1.1% of 310,000 active | AID 2553, 2010;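 active means B-score under library mean minus 3 SD, initial fluorescence not abnormally high, positive integrated signal ratio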;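 further: B-score derived from integrated fluorescence ratio over the kinetic read; more negative B-score means stronger inhibition of depolarization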
RGS4 block: RGS4 inhibitors, primary screen, cell-based, HEK293 M3R inducible RGS4, calcium flux; AID 463165, 2010; B-score at 10 µM; Fluo-4 calcium flux; hits give high values; triggered by carbachol at its EC20; Regulator of G-protein signaling 4 (Homo sapiens), P49798; 0.45% of 310,000 active;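 active means B-score, a plate-corrected calcium signal, over three deviations above library mean, with baseline fluorescence within five deviations of library mean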;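 further: RGS4 expression induced by doxycycline in cells with stable M3 receptor; B-score is computed from the integrated fluorescence ratio over baseline after carbachol; higher B-score means a larger calcium signal and so more RGS4 inhibition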
Platelet DG rel: inhibitors of platelet dense granule secretion, primary screen, cell-based, MLPCN, human platelets; human platelet-rich plasma, SFLLRN dense granule ATP release, luminescence; inhibition, %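 (compounds screened at 7.5 µM in platelet-rich plasma)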; 0.22% of 300,000 active;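 active means mean replicate score, as percent of positive control, at or above 50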
MrgX1 antagonist: antagonists of human MrgX1 receptor, primary screen, HEK293 cells, Fluo-4 calcium flux. BAM8-22 antagonism; hits give low values. AID 588676, 2011. 1.3% of 310,000 active. B-score at 10 µM. Mas-related G-protein coupled receptor member X1 (Homo sapiens), Q96LB2;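 active means calcium-response B-score plate-corrected more than 3 library SD below zero, starting fluorescence within 5 deviations, no agonist response on first addition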;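 further: peak minus trough fluorescence over baseline after final BAM8-22 challenge near maximal dose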
RGS4 act: RGS4 potentiators or activators, primary screen, cell-based, HEK293 M3R inducible RGS4, calcium flux; carbachol calcium flux Fluo4; hits give low values; B-score at 10 µM; 0.92% of 310,000 active; AID 463111, 2010;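 active means B-score of the integrated calcium signal more than 4 SD below the library mean, with starting fluorescence not abnormally high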;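 further: negative B-score means reduced calcium response which marks RGS4 activation or potentiation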
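test system = M3R-expressing HEK293 line, RGS4 induced by doxycycline | probe or stimulus = carbachol at ECmax as muscarinic agonist stimulus | timing = dye loading 30 min 37 °C, buffer rest 30 min RT | signal = calcium dye Fluo4 fluorescence | evaluation = B score from integrated fluorescence ratio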
TRPC4 inh: inhibitors of mouse TRPC4 channel, primary screen, Fluo4 calcium, HEK293 TRPC4beta/mu-opioid cells. Short transient receptor potential channel 4 (Mus musculus), Q9QUQ5. DAMGO-evoked Fluo4 calcium flux; hits give low values. B-score at 10 µM. 0.39% of 300,000 active. AID 2247, 2010;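 active means B-score over 3 SD under the library average, no early fluorescence shift, positive overall ratio signal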
Target sequence (Q9QUQ5 whole entry, looked up): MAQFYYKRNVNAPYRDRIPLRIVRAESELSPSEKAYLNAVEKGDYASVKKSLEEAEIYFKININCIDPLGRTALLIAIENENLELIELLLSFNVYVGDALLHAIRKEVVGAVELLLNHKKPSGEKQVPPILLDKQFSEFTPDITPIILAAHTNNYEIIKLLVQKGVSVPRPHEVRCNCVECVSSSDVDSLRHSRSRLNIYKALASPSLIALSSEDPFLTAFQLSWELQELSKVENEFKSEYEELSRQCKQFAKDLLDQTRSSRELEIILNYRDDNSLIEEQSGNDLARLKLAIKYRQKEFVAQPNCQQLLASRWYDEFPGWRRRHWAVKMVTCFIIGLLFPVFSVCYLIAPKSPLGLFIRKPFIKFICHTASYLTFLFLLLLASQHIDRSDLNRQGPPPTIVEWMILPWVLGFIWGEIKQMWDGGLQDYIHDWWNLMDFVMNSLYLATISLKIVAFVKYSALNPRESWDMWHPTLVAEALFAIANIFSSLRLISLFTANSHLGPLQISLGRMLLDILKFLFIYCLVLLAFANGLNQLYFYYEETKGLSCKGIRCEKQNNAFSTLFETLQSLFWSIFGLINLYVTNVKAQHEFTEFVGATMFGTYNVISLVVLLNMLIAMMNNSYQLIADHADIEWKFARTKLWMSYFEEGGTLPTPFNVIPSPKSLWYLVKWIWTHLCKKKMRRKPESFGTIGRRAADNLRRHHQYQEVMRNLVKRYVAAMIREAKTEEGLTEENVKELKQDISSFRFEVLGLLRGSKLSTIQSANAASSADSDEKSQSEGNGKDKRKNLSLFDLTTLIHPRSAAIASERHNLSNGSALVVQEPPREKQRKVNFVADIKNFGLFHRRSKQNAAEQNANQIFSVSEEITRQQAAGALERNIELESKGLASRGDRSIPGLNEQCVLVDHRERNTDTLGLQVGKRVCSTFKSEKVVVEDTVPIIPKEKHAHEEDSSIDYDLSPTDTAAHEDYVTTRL
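Signal: kinetic Fluo4 fluorescence imaging of calcium influx. Material: stable TRPC4beta/mu-opioid receptor HEK293 cells. Probe or stimulus: DAMGO in two steps, submaximal then maximal.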
TRPC6 act: mouse TRPC6 channel activators, primary screen, cell-based, HEK293, membrane potential dye | Short transient receptor potential channel 6 (Mus musculus), Q61143 | HEK293-TRPC6 membrane potential dye fluorescence; hits give high values | B-score at 10 µM | 0.13% of 310,000 active;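 active means B-score of the integrated fluorescence ratio above library mean plus 3 SD, and starting fluorescence ratio within library mean plus 5 SD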;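 further: higher score means more depolarization so channel activation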
HIF act: HIF pathway transcriptional activators, primary screen, cell-based, U2OS HRE-luciferase, luminescence | activation, % at 7.5 µM (by protocol) | 0.32% of 300,000 active | U2OS HRE-luciferase reporter; normalized: DMSO 0%, desferrioxamine 100%;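 active means mean activation of at least 10% of the iron chelator positive control signal, with at least half of replicates also reaching 10%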
SKKanGAS inh: S. pyogenes SKKanGAS growth inhibitors in kanamycin, primary screen, streptokinase expression inhibitor project, SKKanGAS strain, BacTiter-Glo luminescence | 6 h | 1.3% of 300,000 active | inhibition, % at 7.5 µM;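 active means mean replicate score, as percent of positive control median, at least 50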;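 further: strain carries kanamycin resistance gene driven by streptokinase promoter and grows in 40 µg/ml kanamycin; loss of luminescence reflects streptokinase promoter inhibition or plain growth inhibition; 0% = median of DMSO wells and 100% = positive control at its reference dose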
MrgX1 PAM: positive allosteric modulators of MrgX1, primary screen, HEK293 cells, Fluo-4 calcium flux; FDSS; hits give high values; B-score at 10 µM; Mas-related G-protein coupled receptor member X1 (Homo sapiens), Q96LB2; AID 588675, 2011; 0.63% of 310,000 active;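 active means plate-corrected calcium response at least 3 library SD above typical, normal starting fluorescence, not activating the receptor alone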;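 further: compound read alongside a low EC10 to EC30 dose of BAM8-22 agonist; peak minus trough fluorescence over baseline measured at the second addition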
Starred values were filed as active, the others as inactive; i = inactive; . = not tested or not shown.

SMILES	MrgX1 ag	TRPC6 inhibitor	RGS4 block	Platelet DG rel	MrgX1 antagonist	RGS4 act	TRPC4 inh	TRPC6 act	HIF act	SKKanGAS inh	MrgX1 PAM
COc1ccc(N2CCN(Cc3cc4c(cc3Br)OCCO4)CC2)cc1	i	i	i	-7.4	i	-7*	i	i	-0.1	-2.5	i
N=c1n(CCN2CCCCC2)c2ccccc2n1CC(O)c1ccco1 (configuration not stated)	i	i	i	6.2	i	i	i	i	0.0	4.3	i
COc1ccc(OCC(O)CNC(=O)c2ccccc2C(=O)O)cc1 (configuration not stated)	i	i	i	.	i	i	i	i	-0.9	-3.3	i
COc1ccccc1CNC(=O)COC(=O)Cc1cccs1	i	i	i	-5.7	i	i	i	i	-0.4	5.5	i
CC(=O)c1ccc(NC(=O)c2ccc(CNc3c(N4CCCC4)c(=O)c3=O)cc2)cc1	i	i	i	1.0	i	i	i	i	0.1	9.8	i
CCc1cccc2c(C=C(C#N)C#N)cn(CC(=O)N3CCCCCC3)c12	i	i	i	2.5	i	i	i	i	-0.4	5.7	i
Cc1ccccc1C(=O)NCC(=O)O	i	i	i	0.8	i	i	i	i	1.3	20.3	i
Cc1ccc(-c2csc(Nc3ccccn3)n2)cc1	i	i	9.05*	6.2	i	i	i	i	-0.2	-5.0	i
CN(C)Cc1ccccc1Cc1ccccc1	i	i	i	-0.5	i	i	i	i	-0.1	2.9	i
COc1cccc(CC2(CO)CCCN(Cc3cn[nH]c3-c3ccc(F)cc3)C2)c1 (configuration not stated)	i	i	i	-1.1	i	i	i	i	0.2	-2.1	i
NC(=O)[C@@H]1CCCNc2c(I)cc([N+](=O)[O-])cc2C(=O)N[C@@H](Cc2ccccc2)C(=O)N[C@@H](Cc2cnc[nH]2)C(=O)N1	i	i	i	2.7	i	i	i	i	-0.1	-1.7	i
CC(=O)Nc1ccc(S(=O)(=O)N2CCCN(S(=O)(=O)c3ccc(C)cc3)CC2)cc1	i	-7.44*	i	10.1	i	i	i	i	0.0	-4.6	i
Cc1nc(-c2ccc(Cl)cc2)sc1C1(C)CC(c2cccc([N+](=O)[O-])c2)=NO1 (configuration not stated)	i	i	i	-0.8	i	i	i	i	-0.6	9.4	i
COc1ncnc2sc(-c3ccccc3)cc12	i	i	i	60.6*	i	i	i	i	2.2	4.8	i
CCOC(=O)c1csc(CCNC(=O)c2oc3c(Cl)cc(C)cc3c2C)n1	i	i	i	-11.2	i	i	i	i	0.5	9.3	i
O=C(N/N=C/c1coc2ccccc2c1=O)c1cc(Br)c(O)c(Br)c1	i	i	i	2.9	i	i	i	i	-0.7	-4.9	i
COC(=O)N/N=C/c1cn(CCCOc2ccc(C)cc2)c2ccccc12	i	i	i	0.3	i	i	i	i	1.4	8.8	i
CC(=O)Nc1ccc(C(=O)NN2C(=O)NC3(CCCCC3)C2=O)cc1	i	i	i	4.7	i	i	i	i	-0.2	7.3	i
O=C1CC(c2ccccc2)C(C(=O)O)N1 (configuration not stated)	i	i	i	11.3	i	i	i	i	0.0	0.6	i
O=C(c1cc(COc2ccc(F)cc2F)on1)N1CCN(C2CCCC2)C(=O)C1	i	i	i	-1.4	i	i	i	i	0.0	0.5	i
CCCCC(=O)Nc1ccc(NC(=O)c2cccnc2)cn1	i	i	i	8.3	i	i	i	i	-1.5	-3.5	i
COc1ccc(CNC(=O)c2cc3c(s2)CS(=O)C3)cc1 (configuration not stated)	i	i	i	-0.7	i	i	i	i	0.1	2.2	i
O=C1CC(N2CCOCC2)C(=O)N1c1cccc(Cl)c1 (configuration not stated)	i	i	i	-19.8	i	i	i	i	0.0	3.1	i
Cc1ccc(C(=O)O/N=C/c2c(N3CCOCC3)n(C)c3ccccc23)cc1	i	i	i	3.1	i	i	i	i	-0.3	12.2	i
Cc1ccc(-c2nnc(SCC(N)=O)n2C)cc1	i	i	i	4.9	-4.95*	i	i	i	0.7	-2.5	i
O=S(=O)(c1ccc(Oc2ccc(Br)cc2F)nc1)N1CCCCC1	i	i	i	16.9	i	i	i	i	-0.4	4.8	i
CCN(CC(=O)Nc1ccc2c(c1)OCCO2)C(=O)COc1ccc(C)cc1	i	i	i	-7.6	i	i	i	i	0.4	0.3	i
c1coc(CN2CCN(C(c3cccs3)c3nnnn3C3CCCC3)CC2)c1 (configuration not stated)	i	i	i	-3.2	i	i	i	i	-0.1	4.2	i
CCN(CC)C(=O)C1CCCN(c2ccc([N+](=O)[O-])cc2/C=N/NC(=O)c2ccc([N+](=O)[O-])cc2)C1 (configuration not stated)	i	i	i	3.1	i	i	i	i	0.2	0.9	i
CC(Nc1ccccc1CO)C(=O)Nc1cccc(Cl)c1Cl (configuration not stated)	i	i	i	0.2	i	i	i	i	-0.8	1.1	i
Cc1ccc(-c2nn3c(=O)c(C)nnc3s2)cc1	i	i	i	-2.8	i	i	i	i	.	-5.9	i
CCCN(CC(=O)Nc1ccccc1C)C(=O)c1oc2ccc(OCC)cc2c1C	i	i	i	1.5	i	i	i	i	0.1	-13.0	i
COc1ccc(OC)c(C(C)NC(=O)Nc2ccccc2)c1 (configuration not stated)	i	i	i	-1.3	i	i	i	i	0.0	-6.8	i
CN1/C(=C/c2cccc[n+]2CCO)Sc2ccccc21	i	i	i	3.6	i	i	i	i	1.4	3.2	i
COc1cccc(N2CCN(C(=O)c3ccc4nc[nH]c4c3)CC2)c1	i	i	i	3.5	i	i	i	i	0.0	0.5	i
O=C(COC(=O)c1cnccn1)Nc1ncc(Cl)cc1Cl	i	i	i	-1.7	i	i	i	i	-0.8	27.6	i
COc1ccccc1-c1nnc(NC(=O)C2=COCCO2)o1	i	i	i	1.6	i	i	i	i	0.7	2.0	i
CCOC(=O)c1c[nH]c2c(C(=O)c3ccccc3)cc(Cl)cc2c1=O	i	i	i	9.8	i	i	i	i	-2.7	-0.7	i
Cc1nc2c(Cl)cccc2c2c1CC(CBr)O2 (configuration not stated)	i	i	i	-12.1	i	i	i	i	-1.7	0.4	i
CCCC(=O)Nc1ccc(-c2nc3cc(C)ccc3o2)cc1	i	i	i	7.0	i	i	i	i	0.2	-7.4	i
CC(C)c1cc(CNC(=O)c2cc(COc3cncc(Cl)c3)on2)on1	.	i	i	6.6	.	i	i	i	5.3	1.4	.
CCOc1ccc(N(CC(=O)NC2CCCCC2)C(=O)Cn2nnc(-c3ccc(C)o3)n2)cc1	.	i	i	4.5	.	i	i	i	0.8	13.6	.
Clc1cc2nc[nH]c2cc1Cl	i	i	i	-4.9	i	i	i	i	0.1	-4.8	i
COC(=O)c1ccc(/C=N/Nc2nc(C)c(C)s2)cc1	i	i	i	-13.8	i	i	i	i	2.1	16.1	i
CCOc1ccc(S(=O)(=O)NNS(=O)(=O)c2ccc(C)cc2C)cc1	i	i	i	-3.5	i	i	i	i	1.4	-1.7	i
Cc1ccc(-c2nc3cc(N)ccc3o2)cc1	i	i	i	14.2	i	i	i	i	-0.4	4.1	i
CNC(=O)COC(=O)c1[nH]c(C)c(C(C)=O)c1C	i	i	i	0.3	i	i	i	i	-0.1	2.3	i
COc1ccc(C(NC(C)=O)c2c(O)ccc3ccccc23)cc1OC (configuration not stated)	i	i	i	5.3	i	i	i	i	-1.7	0.6	i
CCCC[C@@H](CN[C@H](C)CNC)NCC1CCC(C(C)(C)C)CC1 (some centres not stated)	i	i	i	-8.2	i	i	i	i	-0.6	20.9	i
COc1ccc(CN2CCCC(C(=O)N3CCCC3)C2)c(OC)c1 (configuration not stated)	i	i	i	-3.8	i	i	i	i	-15.3	0.7	i
Other results
SMILES	MrgX1 ag	TRPC6 inhibitor	RGS4 block	Platelet DG rel	MrgX1 antagonist	RGS4 act	TRPC4 inh	TRPC6 act	HIF act	SKKanGAS inh	MrgX1 PAM
Cc1ccc(N2CC(C(=O)Nc3c4c(nn3C(C)(C)C)CS(=O)(=O)C4)CC2=O)cc1 (configuration not stated)	i	i	i	-10.3	i	i	i	i	0.2	4.1	i
CC(c1ccc(C(C)(C)C)cc1)S(=O)CC(O)CO (configuration not stated)	i	i	i	4.1	i	i	i	i	-0.2	2.8	i
CC(=O)Nc1ccc(NS(=O)(=O)c2cccc3ccccc23)cc1	i	i	i	-3.0	i	i	i	i	.	-1.2	i
O=C(Nc1ccc([N+](=O)[O-])cn1)c1ccc2c(c1)OCO2	i	i	i	3.4	i	i	i	i	2.7	5.6	i
COc1ccc(NC(=O)CCCC(=O)c2ccccc2)c(OC)c1	i	i	i	-3.5	i	i	i	i	-0.6	-6.5	i
COc1ccc(C2=NN(c3ccccc3)C(=O)/C2=C\c2ccc(O)c(OC)c2)cc1	i	-6.84*	i	10.6	i	i	i	i	0.2	-4.6	i
COc1ccnc(Oc2ccc3ccccc3c2)c1C#N	i	i	i	-1.0	i	i	i	i	1.1	-2.8	i
CCN1C(=O)[C@H]2[C@@H](c3ccc(-c4cccc(Cl)c4)c(OC)c3)N[C@@](CC(C)C)(C(=O)OC)[C@H]2C1=O	i	i	i	1.1	i	i	i	i	-0.2	9.6	i
O=C1NC(=O)c2cc(NC(=O)C3CCCO3)ccc21 (configuration not stated)	i	i	i	-2.0	i	i	i	i	0.5	8.0	i
CC1CCN(C(=O)COc2ccc3ccccc3c2Br)CC1	i	i	i	4.4	i	i	i	i	1.5	9.3	6.51*
Cc1ccc(NC(=O)NC2CCCCC2)c(C)c1	i	i	i	-23.3	i	i	i	i	0.2	-2.0	i
CCOc1ccc(CCNC(=O)C(CCC(N)=O)NC(=O)OCc2ccccc2)cc1OCC (configuration not stated)	i	i	i	7.3	i	i	i	i	0.0	6.4	i
O=C1NC[C@H](Cc2ccccc2)N(CCc2cccc(F)c2)C1=O	i	i	i	-5.8	i	i	i	i	-0.2	1.4	i
Cc1ccc(Nc2cc(C)c3c(O)cccc3n2)cc1C	i	i	i	6.0	i	i	i	i	4.2	9.5	i
